NadD block – NadD (S. aureus) enzyme inhibition | purified NadD enzyme, colorimetric absorbance read-out | inhibition, % at 20 µM | actives 0.78% (n = 360,000); in the data active = inhibition above about 26%; also: some compounds past the cut are filed as inactive
SUMO1-SIM PPI – SUMO1-SIM interaction modulation | inhibition, % at 20 µM | AID 602429 | SUMO1 binding to a labelled peptide, TR-FRET, 1 h | actives 0.33% (n = 360,000) | P63165; in the data active = inhibition above about 37%
Scp1 inh – inhibitors of human Scp-1 phosphatase. inhibition, % at 20 µM. Q9GZU7. Recombinant Scp1, phosphopeptide, malachite green phosphate absorbance. actives 0.88% (n = 340,000). AID 493091;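 active = inhibition above about 50% at 20 µM, limit read from the data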;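 also: plate controls were DMSO wells with enzyme for no effect and wells lacking enzyme for full effect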
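Incubation: 45 min enzyme reaction at room temperature / System: truncated SCP-1 phosphatase (76-261aa) / Reagent: Phospho 17-mer peptide substrate / Buffer or medium: Acidic Tris acetate buffer with magnesium and detergent / Signal: absorbance at 630 nm / Doses: one concentration, 20 µM, with 1.0% DMSO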
SKN-1 block – inhibitors of C. elegans SKN-1 | C. elegans VP596 Pgst-4::GFP/RFP ratio, acrylamide-induced, 24 h | actives 0.49% (n = 360,000) | inhibition, % at 21.8 µM | AID 624304;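 active = interference check ratio from 0.5 to 1.5 plus GFP to RFP signal ratio inhibition reaching or exceeding a fixed threshold, cut at about 30% in these data, passing the limit was not always enough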; also: some compounds called inactive have numbers as strong as hits
STEP inh – blocks human striatal-enriched tyrosine phosphatase | recombinant STEP, OMFP fluorogenic substrate, fluorescence | inhibition, % at 20 µM | actives 0.25% (n = 360,000);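 active = inhibition at 20 µM, scaled per plate between control wells, above about 37%, limit read from the data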;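 also: 0% = DMSO with enzyme and substrate and 100% = substrate only without enzyme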
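Test system: STEP tyrosine phosphatase / Reagent: OMFP at 25 µM / Doses: 20 µM, 1% DMSO / Read-out: percent inhibition scaled to no-enzyme and uninhibited-enzyme controls, plate-pattern corrected / Detection: FITC-channel fluorescence of OMFP product / Medium: Bis-Tris buffer pH 6.0, 2.5 mM DTT, 0.005% Tween 20 / Schedule: 20 min at room temperature, dark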
DNMT1 block – DNMT1 (human) enzyme inhibition; DNMT1 molecular beacon, Hinp1I cleavage, fluorescence; inhibition (reported as % activation of signal), % at 10 µM; actives 0.83% (n = 360,000); in the data active = inhibition above about 50%
Target sequence (P26358 504-1616 limits assumed): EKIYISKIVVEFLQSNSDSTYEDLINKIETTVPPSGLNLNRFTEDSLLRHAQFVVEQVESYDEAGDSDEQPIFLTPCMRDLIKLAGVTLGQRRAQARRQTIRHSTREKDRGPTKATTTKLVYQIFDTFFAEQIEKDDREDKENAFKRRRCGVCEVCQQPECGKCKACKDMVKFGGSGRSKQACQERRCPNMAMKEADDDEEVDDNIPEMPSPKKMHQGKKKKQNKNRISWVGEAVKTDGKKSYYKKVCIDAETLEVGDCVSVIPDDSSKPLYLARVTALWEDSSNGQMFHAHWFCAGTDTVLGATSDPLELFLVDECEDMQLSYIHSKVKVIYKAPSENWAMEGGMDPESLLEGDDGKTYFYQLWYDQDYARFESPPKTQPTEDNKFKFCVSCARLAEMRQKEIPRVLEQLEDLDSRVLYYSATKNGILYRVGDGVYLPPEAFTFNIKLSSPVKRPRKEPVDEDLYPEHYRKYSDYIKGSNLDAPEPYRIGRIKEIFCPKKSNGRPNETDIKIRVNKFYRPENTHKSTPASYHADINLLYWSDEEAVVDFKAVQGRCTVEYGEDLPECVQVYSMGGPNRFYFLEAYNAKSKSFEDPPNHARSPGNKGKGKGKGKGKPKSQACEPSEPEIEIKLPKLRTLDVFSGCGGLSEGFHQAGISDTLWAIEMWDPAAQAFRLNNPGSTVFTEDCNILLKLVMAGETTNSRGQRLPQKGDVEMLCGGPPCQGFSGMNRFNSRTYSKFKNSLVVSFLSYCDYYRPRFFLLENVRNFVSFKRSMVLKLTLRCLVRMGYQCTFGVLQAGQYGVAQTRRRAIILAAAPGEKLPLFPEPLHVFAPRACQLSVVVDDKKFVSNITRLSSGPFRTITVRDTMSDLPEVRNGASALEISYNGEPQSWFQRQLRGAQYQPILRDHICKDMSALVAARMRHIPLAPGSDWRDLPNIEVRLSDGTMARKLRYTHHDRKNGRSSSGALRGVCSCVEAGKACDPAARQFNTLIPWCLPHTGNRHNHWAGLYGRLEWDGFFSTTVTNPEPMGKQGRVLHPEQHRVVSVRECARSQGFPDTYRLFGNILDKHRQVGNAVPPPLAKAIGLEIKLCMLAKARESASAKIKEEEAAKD
TbMetRS inhib – Trypanosoma brucei MetRS inhibition; purified T. brucei MetRS, ATP depletion, Kinase-Glo luminescence; inhibition, % at 11.9 µM; actives 0.4% (n = 360,000); AID 624268;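 active = inhibition above a per-plate cutoff of the control wells' mean inhibition plus 3 SD, cut at about 5.5% in these data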;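 also: 0% = DMSO wells median and 100% = median of wells with control inhibitor compound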
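Material: parasite MetRS enzyme / Replication: singlicate, one well per compound / Signal: luminescence of leftover ATP / Schedule: 2 h aminoacylation at 25 °C after 15 min preincubation / Medium: HEPES-MgCl2-KCl buffer plus DTT, spermine, BSA, pyrophosphatase / Doses: 11.9 µM single point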
Neddylation inh – cullin neddylation inhibition | TR-FRET cullin neddylation, biochemical | calls only at 25 µM | P61081+Q13564 | actives 0.58% (n = 360,000); in the data active = inhibition above about 36%
LMPTP inh – LMPTP (human) inhibition. P24666. actives 0.22% (n = 360,000). recombinant LMPTP-A, OMFP fluorogenic substrate, fluorescence intensity. inhibition, % at 20 µM;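 active = compounds that cut the enzyme signal by at least half of the control window in the single-dose screen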;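 also: plate controls were DMSO wells with enzyme plus substrate for no effect and substrate without enzyme for full effect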
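Test system – LMPTP-A phosphatase enzyme · Quantity – 0.625 nM LMPTP-A final · Reagent – OMFP substrate, 400 µM final · Dosing – one test concentration per compound, 20 µM, with 3% DMSO overall · Timing – 50 min enzyme reaction at room temperature, protected from light · Detection – fluorescence intensity · Controls – substrate-only low control, DMSO enzyme-plus-substrate high control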
NRP1-CendR mod – NRP-1/CendR interaction modulation; actives 0.85% (n = 360,000); inhibition, % at 25 µM; FAM-RPARPAR peptide binding to NRP-1, fluorescence polarization; AID 602438; O14786;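 active = inhibition or corrected inhibition above about 18%, plus a signal ratio from 0.5 to 1.5, limit read from the data, passing the limit was not always enough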; also: strong numbers were not always called active
* = called active by the depositor; i = inactive; / = not tested or not shown.

SMILES	NadD block	SUMO1-SIM PPI	Scp1 inh	SKN-1 block	STEP inh	DNMT1 block	TbMetRS inhib	Neddylation inh	LMPTP inh	NRP1-CendR mod
COc1cc(C2OC(c3cc(OC)c(OC)c(OC)c3)C(C)C2C)cc(OC)c1OC (centres undefined)	2	4	15	4	2	0	-1.2	i	-2.2	13
C=CCn1c(O)c(N=NC(=O)CNC(=O)c2ccco2)c2ccccc21	-1	-19	-3	9	0	-2	-1.4	i	0.2	-8
Cc1ccc(Sc2nnc(Cc3ccccc3)c3ccccc23)cc1	6	-2	9	5	3	2	0.0	i	-0.5	-8
Cc1noc(C)c1C(=O)Nc1sccc1C(N)=O	6	5	-3	-7	1	1	0.2	i	4.9	-19
CC(=O)Oc1ccc(N2C(=O)[C@@H]3[C@H](C2=O)[C@H]2c4ccccc4C=NN2[C@@H]3C(C)=O)cc1	0	0	0	-13	-2	-1	0.6	i	-1.0	-5
O=C(NCCCN1CCOCC1)C(C(=O)c1ccccc1)n1ccccc1=O (centres undefined)	1	5	-8	3	5	-4	-0.3	i	-0.2	-18
CNC(=O)CN(c1ccc(C23CC4CC(CC(C4)C2)C3)cc1)S(C)(=O)=O	4	-3	-3	-22	2	-1	-1.1	i	0.3	9
COc1ccccc1NC1=C(Cl)C(=O)OC1OC(=O)c1ccco1 (centres undefined)	-7	0	-8	-2	-3	5	0.1	i	1.2	10
COc1ccc(C=NNC(=O)c2ccccc2NS(=O)(=O)c2cccs2)cc1O	-1	0	-5	22	0	0	0.8	i	-1.1	-11
CCN(CCn1cccn1)C(=O)CCc1nnc(CCc2ccccc2OC)o1	-5	-2	-4	3	2	3	-0.4	i	-1.9	-2
Cc1ccc(OCc2nc(-c3ccccn3)no2)c(Br)c1	-1	-3	3	5	-2	-3	-0.4	i	0.4	6
CCn1ccnc1CN(C)C(=O)CC1C(=O)NCCN1Cc1c(F)cccc1Cl (centres undefined)	-3	-5	0	18	-4	-1	-0.3	i	0.3	-7
O=c1c2cc([N+](=O)[O-])ccc2nc2n1CCC2	-1	-38	-16	-15	1	3	-1.1	i	-0.3	4
O=C1CCN(Cc2nc(-c3ccc(Cl)cc3)no2)CCN1	-1	3	-7	2	0	6	-1.2	i	-1.7	3
Cc1cc(C(=O)COC(=O)c2ccc[nH]c2=O)c(C)n1C1CC1	-2	0	-10	8	2	-5	-0.7	i	-1.6	-17
CCc1ccc(N2CC(C(=O)Nc3ccc(S(=O)(=O)Nc4nccs4)cc3)CC2=O)cc1 (centres undefined)	2	3	-4	6	1	0	-0.5	i	0.2	9
Nc1c(NCc2ccccc2)c(=O)c1=O	-4	-5	-3	7	0	1	0.1	i	0.7	5
O=C(CSc1nc2ccccc2c(=O)n1CCCO)NC1CC1	0	0	-4	7	-1	2	-0.4	i	-0.5	4
CCCC(=O)N/C(N)=N/c1nc(C)c2ccccc2n1	-4	6	0	8	2	-6	-0.3	i	1.5	1
Cc1ccc(-c2cc(C(=O)Nc3nccs3)c3ccccc3n2)o1	7	1	20	11	1	9	-0.2	/	0.7	0
CCc1ccc(NC(=O)C2(C)Cc3ccccc3C(=O)O2)cc1 (centres undefined)	-3	0	-8	4	-3	1	0.3	i	1.5	8
O=C(Nc1ccc(S(=O)(=O)Nc2ncccn2)cc1)C12CC3CC(CC(Cl)(C3)C1)C2	10	5	-5	13	1	2	0.1	i	1.2	-49
O=C(C[n+]1cc(Br)cc2ccccc21)c1ccccc1	4	-31	-4	-2	-2	-5	0.8	i	1.3	-99
C=CCN1C(=NC(=O)CCC(=O)O)SC2CS(=O)(=O)CC21 (centres undefined)	-5	3	0	9	-3	-2	-0.4	i	-0.5	-3
O=C(COC(=O)c1n[nH]c(=O)c2ccccc12)c1ccccc1	-9	-2	4	11	0	4	-1.4	i	-1.1	11
COc1ccccc1N(CC(=O)NCCc1ccccc1)S(C)(=O)=O	-2	1	-4	6	4	0	-0.2	i	-0.7	-1
O=C(NCCCN1CCOCC1)C1CC(=O)N(CCc2ccccc2)C1 (centres undefined)	-2	-3	7	-7	-1	3	-0.7	i	-3.8	1
Cc1ccc(NC(=O)C2CCCN(S(=O)(=O)c3cnc[nH]3)C2)cc1F (centres undefined)	0	8	-9	1	1	1	-0.4	i	-0.9	6
O=C(Nc1ccccn1)Nc1ccccc1[N+](=O)[O-]	-4	-12	-5	30	-3	-3	-0.4	i	-1.3	0
CN=C1c2cc3cc(OC)ccc3n2CCN1C	-3	-12	-1	34	-2	-5	-0.9	i	-0.7	-4

An excerpt of these results, with values under each structure:
Second line of a record: NadD block | SUMO1-SIM PPI | Scp1 inh | SKN-1 block | STEP inh | DNMT1 block | TbMetRS inhib | Neddylation inh | LMPTP inh | NRP1-CendR mod
> O=C(C[n+]1cc(Br)cc2ccccc21)c1ccccc1
    4 | -31 | -4 | -2 | -2 | -5 | 0.8 | i | 1.3 | -99
> C=CCN1C(=NC(=O)CCC(=O)O)SC2CS(=O)(=O)CC21 (centres undefined)
    -5 | 3 | 0 | 9 | -3 | -2 | -0.4 | i | -0.5 | -3
> O=C(COC(=O)c1n[nH]c(=O)c2ccccc12)c1ccccc1
    -9 | -2 | 4 | 11 | 0 | 4 | -1.4 | i | -1.1 | 11
> COc1ccccc1N(CC(=O)NCCc1ccccc1)S(C)(=O)=O
    -2 | 1 | -4 | 6 | 4 | 0 | -0.2 | i | -0.7 | -1
> O=C(NCCCN1CCOCC1)C1CC(=O)N(CCc2ccccc2)C1 (centres undefined)
    -2 | -3 | 7 | -7 | -1 | 3 | -0.7 | i | -3.8 | 1

(cont.)
SMILES	NadD block	SUMO1-SIM PPI	Scp1 inh	SKN-1 block	STEP inh	DNMT1 block	TbMetRS inhib	Neddylation inh	LMPTP inh	NRP1-CendR mod
COc1cccc(/C=C2\SC(=S)N(CCCC(=O)N3CCCCC3CCO)C2=O)c1 (centres undefined)	-10	-22	-11	-1	0	-4	0.1	i	1.8	-10
Cc1ccc(-c2[nH]ncc2/C=C(\C#N)C(=O)NC2CCCCC2)cc1	2	-16	-10	59*	-2	-4	-0.7	i	3.6	17
COc1ccc(CNS(=O)(=O)c2c(C)[nH]c(C)c2C(=O)N2CCCCC2)cc1	2	2	-6	5	-4	2	1.0	i	-1.0	5
COc1ccc(CCNC(=O)c2ccc(CSc3ccc(Cl)cc3)o2)cc1OC	0	6	/	1	/	/	-0.7	i	2.1	-9
CC(=O)c1c(O)c(C)c(O)c2c1OC1=Cc3c(c(C)nn3C)C(=O)C12C (centres undefined)	-6	-2	/	2	-2	6	-0.1	i	2.0	5
CCCCCCCNC1=CC(=O)CC(c2ccco2)C1 (centres undefined)	-2	-3	33	-5	-2	27	0.5	i	-4.1	0
Cc1ccc(NC(=O)CSc2cccc[n+]2[O-])c([N+](=O)[O-])c1	-5	-17	-3	-6	-3	-2	0.2	i	-1.1	7
COc1ccc(NC(=O)CSc2nnc(CC(=O)Nc3ccc(F)cc3)n2C)cc1	4	1	-5	19	-2	-1	0.7	i	-0.6	-4
O=C(NCc1ccccc1)c1cc(C2CCCCN2C(=O)CCCc2ccccc2)on1 (centres undefined)	-3	-2	/	22	-1	3	-0.1	i	1.9	-2
Cc1c(-c2nc(N)nc(Nc3ccc(F)cc3)n2)oc2ccccc12	18	11	10	17	-7	-13	-0.8	i	1.9	2
O=C(COC(=O)c1ccc(Cl)cc1Cl)Nc1cccc(S(=O)(=O)NC2=NCCC2)c1	-7	14	6	-10	-1	-2	0.0	i	-0.7	-5
CN(Cc1ccccc1)C(=O)CCCn1c(=O)c2cccn2c2cccnc21	5	1	-5	3	0	2	-0.1	i	-1.0	16
COCc1nnc(NC(=O)CCc2ccccc2)s1	-3	0	7	-1	3	2	0.2	i	-0.3	-8
O=C1N(Cc2cccnc2)C[C@@H]2C[C@@H](c3ccccc3C#Cc3ccccc3)N3CCC[C@@]123	-2	2	-4	-2	-1	-14	-1.0	i	0.4	-16
O=C(O)c1ccc(Cl)c(S(=O)(=O)Nc2ccccc2N2CCOCC2)c1	4	-1	1	7	-1	3	-0.9	i	0.3	-2
O=C(COc1ccccc1F)N1c2ccccc2CCc2ccccc21	-2	0	-8	8	3	-7	-0.3	i	-0.3	3
O=C(c1cc2nc(-c3ccco3)cc(C(F)(F)F)n2n1)N1CCN(Cc2ccccc2)CC1	-1	-5	-1	7	0	-4	-1.3	/	-1.5	-5
O=[N+]([O-])c1ccccc1S(=O)(=O)NCc1ccc(F)cc1	-5	-7	7	0	-1	2	-0.7	i	1.0	0
CC(NCC(=O)Nc1ccccc1C(=O)NC1CC1)c1ccc(F)cc1F (centres undefined)	4	-4	-10	10	1	0	0.6	i	-0.4	12
CC(C)C(=O)N(Cc1ccccc1)S(=O)(=O)c1ccc2c(c1)oc(=O)n2C	-5	0	-5	24	-1	2	-0.2	i	2.0	-70
CCOC(=O)CSc1nc(-c2ccc(OC)cc2)ns1	-4	-1	0	-2	3	3	-0.4	i	-0.1	-13
COc1ccccc1N1C(=N)S/C(=C\c2ccc(-c3ccccc3C(=O)O)o2)C1=O	14	25	62*	3	9	73*	0.7	i	4.6	-144
CC(C)(C)n1nnnc1C(c1ccc(Cl)cc1)N1CCSCC1 (centres undefined)	1	2	-7	-5	2	1	-1.2	i	-2.5	11
CC(=O)NCCc1nc2cc(NC(=O)c3ccccc3Cl)ccc2n1C	-3	6	-5	-1	-2	-1	-0.3	i	-1.0	-8
O=C(NCc1ccc(F)cc1)C1Cc2ccccc2CN1C(=O)c1ccco1 (centres undefined)	0	-3	-6	2	-3	-1	-0.4	i	0.9	-2
COc1ccc(-c2oc3cccnc3c2/C=C/c2ccc(OC)c(OC)c2)cc1	8	-2	6	14	2	-19	-0.1	/	4.6	20
O=C(CCN1CCN(c2ccccc2)CC1)NNC(=O)Cc1ccc(Br)cc1	-2	-1	-3	-7	2	0	-0.1	i	-0.3	-4
O=C(Nc1nc2cc3c(cc2s1)OCCO3)C1CCCCC1	-6	3	4	30	-3	0	-0.3	i	0.9	8
CCOc1ccccc1C(=O)NCCc1cnc[nH]1	0	7	-7	-7	8	-3	-1.2	i	-1.7	5
Cc1c(Br)c([N+](=O)[O-])nn1CC(=O)Nc1ccccn1	-3	-12	-5	3	5	0	-0.7	i	-2.0	1
Cc1ccc(C(=O)Nc2ccc3c(c2)OCO3)cc1	-2	6	-4	6	-2	-18	-0.3	i	1.1	-2
COCCN(C(=S)Nc1ccc(C)cc1)C(C)c1cccnc1 (centres undefined)	-4	2	-5	4	4	1	0.1	i	-1.9	3
Cc1ccc(NC(=S)c2ccccc2)cc1	-7	-1	-12	26	-1	2	-0.7	i	0.6	-2
Nc1cccc(NC(=O)CN2CCOCC2)c1	-7	3	-4	11	-1	-5	0.0	i	-0.8	-2

Assay outcomes from PubChem BioAssay.
